Assay outcomes: PubChem BioAssay, NCI
Growth percent in the NCI-60 one-dose screen (48 h, 10 µM unless noted): 100 = growth as untreated, 0 = no growth, -100 = all killed.
COLO 205: COLO 205 colon cancer. hit rate 7.3% among 79,000. AID 1794742
HCT-15: HCT-15 colon cancer; AID 1794746; hit rate 5.2% among 82,000
SNB-75: SNB-75 CNS cancer. hit rate 5% among 79,000. AID 1794750
HT29: HT29 colon cancer | hit rate 7.4% among 81,000 | AID 1794748
SW-620: SW-620 colon cancer. hit rate 5.2% among 82,000
HCC-2998: HCC-2998 colon cancer | hit rate 4.7% among 79,000
KM12: KM12 colon cancer cells | hit rate 5% among 82,000
NCI-H322M: NCI-H322M lung cancer | hit rate 2.7% among 80,000
HCT-116: HCT-116 colon cancer; hit rate 7.3% among 82,000; AID 1794798
The depositor's hits bear a star; & = joins results of further samples; ! = not confirmed by another sample. Rule for the calls: active = growth percent below 10; inactive = the rest. Rows were taken by chance; 12% or so of the library scored in one or more.

The first five records (preview)
`C/C(=N/NC(=O)/C=C/C=C/c1ccc2c(c1)OCO2)c1ccc(Br)cc1` gave COLO 205 118, HCT-15 100, SNB-75 67, HT29 105, SW-620 91, HCC-2998 110, KM12 107, NCI-H322M 94 and HCT-116 103.
NC(=O)COc1ccc(Cl)cc1Cl was read as COLO 205 116, HCT-15 97, SNB-75 90, HT29 100, SW-620 108, HCC-2998 106, KM12 105, NCI-H322M 94 and HCT-116 94.
For Cn1c2ccc(Br)cc2c2c3c(c4c5cc(F)ccc5oc4c21)C(=O)N(O)C3=O the results were COLO 205 94, HCT-15 89, SNB-75 70, HT29 101, SW-620 55, HCC-2998 95, KM12 93, NCI-H322M 103 and HCT-116 75.
For O=C1CCC(N2C(=O)c3cccc(NCCOCCOCCNC(=O)c4cc5c(o4)C(=O)c4ccccc4C5=O)c3C2=O)C(=O)N1 (configuration not stated) the results were HCT-15 55, SNB-75 -98*, HT29 -17*, SW-620 -19*, HCC-2998 -62*, KM12 -8.3*, NCI-H322M -77* and HCT-116 -16*.
`C/C(=N\Nc1cc(C)c2cc(C)ccc2n1)c1ccccn1` gave COLO 205 -100*, HCT-15 -16*, SNB-75 5.8*, HT29 -99*, SW-620 -81*, HCC-2998 -26*, KM12 -47*, NCI-H322M -9.4* and HCT-116 -73*.

Results, previewed entries included:
`C/C(=N/NC(=O)/C=C/C=C/c1ccc2c(c1)OCO2)c1ccc(Br)cc1` gave COLO 205 118, HCT-15 100, SNB-75 67, HT29 105, SW-620 91, HCC-2998 110, KM12 107, NCI-H322M 94 and HCT-116 103.
NC(=O)COc1ccc(Cl)cc1Cl was read as COLO 205 116, HCT-15 97, SNB-75 90, HT29 100, SW-620 108, HCC-2998 106, KM12 105, NCI-H322M 94 and HCT-116 94.
For Cn1c2ccc(Br)cc2c2c3c(c4c5cc(F)ccc5oc4c21)C(=O)N(O)C3=O the results were COLO 205 94, HCT-15 89, SNB-75 70, HT29 101, SW-620 55, HCC-2998 95, KM12 93, NCI-H322M 103 and HCT-116 75.
For O=C1CCC(N2C(=O)c3cccc(NCCOCCOCCNC(=O)c4cc5c(o4)C(=O)c4ccccc4C5=O)c3C2=O)C(=O)N1 (configuration not stated) the results were HCT-15 55, SNB-75 -98*, HT29 -17*, SW-620 -19*, HCC-2998 -62*, KM12 -8.3*, NCI-H322M -77* and HCT-116 -16*.
`C/C(=N\Nc1cc(C)c2cc(C)ccc2n1)c1ccccn1` gave COLO 205 -100*, HCT-15 -16*, SNB-75 5.8*, HT29 -99*, SW-620 -81*, HCC-2998 -26*, KM12 -47*, NCI-H322M -9.4* and HCT-116 -73*.
O=C1c2cc(O)cc(O)c2[C@H](c2cc(O)cc(O)c2)[C@H]1c1ccc(O)cc1 was read as COLO 205 104, HCT-15 98, HT29 103, SW-620 96, HCC-2998 104, KM12 101, NCI-H322M 103 and HCT-116 104.
For Cc1ccc(-c2csc(NC(=O)c3cc(-c4ccc(Br)cc4)nc4ccccc34)n2)cc1 the results were COLO 205 109, HCT-15 71, SNB-75 86, HT29 81, SW-620 104, HCC-2998 99, KM12 89, NCI-H322M 92 and HCT-116 83.
CCC(=O)NCCc1ccccc1 was read as COLO 205 107, HCT-15 101, SNB-75 94, HT29 106, SW-620 103, HCC-2998 108, KM12 105, NCI-H322M 106 and HCT-116 96.
Screening CN(NC1CCC(=O)N1)c1ccccc1 (configuration not stated) returned COLO 205 110, HCT-15 97, SNB-75 96, HT29 111, SW-620 104, HCC-2998 107, KM12 99, NCI-H322M 100 and HCT-116 101.
For O=C1/C(=C/c2ccc([N+](=O)[O-])s2)Oc2ccccc21 the results were COLO 205 -69*, HCT-15 -15*, SNB-75 -7.6*, HT29 -15*, SW-620 -61*, HCC-2998 -71*, KM12 -59*, NCI-H322M -22* and HCT-116 -45*.
Screening CCOC(=O)C1=C(C)N2C(=NC3=C(CCC/C3=C\c3ccc(OC)cc3)C2c2ccc(OC)cc2)S1 (configuration not stated) returned COLO 205 117, HCT-15 110, SNB-75 84, HT29 108, SW-620 100, HCC-2998 117, KM12 90, NCI-H322M 103 and HCT-116 80.
`CCCc1ncccc1O` gave COLO 205 110, HCT-15 104, SNB-75 98, HT29 98, SW-620 101, HCC-2998 100, NCI-H322M 91 and HCT-116 101.

Structures listed so far that have bromine, in the order listed:
`C/C(=N/NC(=O)/C=C/C=C/c1ccc2c(c1)OCO2)c1ccc(Br)cc1` gave COLO 205 118, HCT-15 100, SNB-75 67, HT29 105, SW-620 91, HCC-2998 110, KM12 107, NCI-H322M 94 and HCT-116 103.
For Cn1c2ccc(Br)cc2c2c3c(c4c5cc(F)ccc5oc4c21)C(=O)N(O)C3=O the results were COLO 205 94, HCT-15 89, SNB-75 70, HT29 101, SW-620 55, HCC-2998 95, KM12 93, NCI-H322M 103 and HCT-116 75.
For Cc1ccc(-c2csc(NC(=O)c3cc(-c4ccc(Br)cc4)nc4ccccc34)n2)cc1 the results were COLO 205 109, HCT-15 71, SNB-75 86, HT29 81, SW-620 104, HCC-2998 99, KM12 89, NCI-H322M 92 and HCT-116 83.

Next section:
For Clc1cccc(Cl)c1Br the results were COLO 205 108, HCT-15 103, SNB-75 102, HT29 111, SW-620 117, HCC-2998 107, KM12 111, NCI-H322M 104 and HCT-116 100.
C=C(c1cn(C(C)=O)c2ccccc12)c1cn(C(C)=O)c2ccccc12 was read as COLO 205 92, HCT-15 79, SNB-75 54, HT29 55, SW-620 75, KM12 59 and HCT-116 64.
For CC(CCN=Cc1ccccc1O)N=Cc1ccccc1O (configuration not stated) the results were COLO 205 102, HCT-15 97, SNB-75 78, HT29 110, SW-620 105, HCC-2998 99, KM12 105, NCI-H322M 94 and HCT-116 97.
`CCCCCN1C=C/C(=C\C(=O)N(C)c2ccc(C(F)(F)F)cc2)c2ccccc21` gave COLO 205 106, HCT-15 100, SNB-75 105, HT29 89, SW-620 96, HCC-2998 101, KM12 102, NCI-H322M 98 and HCT-116 80.
Screening O=[N+]([O-])c1cccc(/C=N\N=C\c2ccccc2O)c1 returned COLO 205 104, HCT-15 107, SNB-75 112, HT29 103, SW-620 107, HCC-2998 98, KM12 92, NCI-H322M 101 and HCT-116 101.
`O=C(COc1cc(Cl)c(Cl)cc1Cl)Nc1ccc([N+](=O)[O-])cc1Cl` gave COLO 205 144, HCT-15 101, SNB-75 85, HT29 101, SW-620 112, HCC-2998 95, KM12 108, NCI-H322M 101 and HCT-116 107.
Screening O=C1CCC(=O)N1CC1CC2CCC1C2 (configuration not stated) returned COLO 205 93&117, HCT-15 104&107, SNB-75 73&87, HT29 96&103, SW-620 100&104, HCC-2998 106, KM12 100&107, NCI-H322M 80&104 and HCT-116 90&106.
Screening CCC(=O)[N+](=O)c1ccc(C(=O)/C=C/c2ccc(N(C)C)cc2)cc1 returned COLO 205 81, HCT-15 71, SNB-75 85, HT29 72, SW-620 72, HCC-2998 96, KM12 64, NCI-H322M 95 and HCT-116 91.
CC(=O)O[C@]1(C(C)=O)CC[C@@]2(C)[C@@H]3CCC4=CC(=O)CC[C@@H]4[C@@]3(F)[C@@H](O)C[C@]12C was read as COLO 205 102, HCT-15 100, SNB-75 134, HT29 102, SW-620 107, HCC-2998 104, KM12 97 and NCI-H322M 91.
Screening CC(C)OC(=O)Oc1ccc(Cl)cc1 returned COLO 205 111, HCT-15 100, SNB-75 93, HT29 110, SW-620 101, HCC-2998 112, KM12 120, NCI-H322M 116 and HCT-116 99.
`CCCCCC/C=C\C(=O)O` gave COLO 205 106, HCT-15 98, SNB-75 99, HT29 102, SW-620 112, HCC-2998 115, KM12 104, NCI-H322M 93 and HCT-116 101.
For CC1(C)CC(=O)C=C(N)C1 the results were COLO 205 134, HCT-15 102, SNB-75 76, HT29 96, SW-620 96, HCC-2998 45, KM12 124, NCI-H322M 106 and HCT-116 102.
`CC1CCC2(C(=O)O)CCC3(C)C(=CCC4C5(C)CCC(O)C(C)(C)C5CCC43C)C2C1C` (configuration not stated) gave COLO 205 110&78, HCT-15 66&32, SNB-75 96&32, HT29 111&48, SW-620 98&15, HCC-2998 -29*!, KM12 86&60, NCI-H322M 93&67 and HCT-116 6.4*!.
Screening COc1cc(-c2c(C#N)c(-c3ccco3)nc3c2c(-c2ccccc2)nn3-c2ccccc2)ccc1O returned COLO 205 102, HCT-15 73, SNB-75 73, HT29 85, SW-620 90, HCC-2998 91, KM12 85, NCI-H322M 97 and HCT-116 57.
`CCCCCCCCCCCCNCCC#N` gave COLO 205 110, HCT-15 87, SNB-75 85, HT29 92, SW-620 98, HCC-2998 105, KM12 104, NCI-H322M 102 and HCT-116 92.
For CCN(CC)C(=O)Cn1cc(NC(=O)OC(C)(C)C)nn1 the results were COLO 205 114, HCT-15 99, SNB-75 81, HT29 108, SW-620 92, HCC-2998 97, KM12 96, NCI-H322M 88 and HCT-116 99.
Screening COc1ccc(-n2nc(C(=O)N/N=C\c3ccc(F)cc3)cc2-c2ccc(Br)cc2)cc1 returned COLO 205 106, HCT-15 84, SNB-75 68, HT29 103, SW-620 93, HCC-2998 101, KM12 85, NCI-H322M 91 and HCT-116 86.
For COC(=O)CCC1=C(CC(=O)OC)C(C)=N/C1=C\c1[nH]c(-c2ccc[nH]2)cc1OC the results were COLO 205 31, HCT-15 8.9*, SNB-75 13, SW-620 22, HCC-2998 34, KM12 28, NCI-H322M 53 and HCT-116 9.3*.
Screening COC(=O)c1ccccc1NC(=O)c1ccccc1 returned COLO 205 109, HCT-15 105, SNB-75 94, HT29 99, SW-620 97, HCC-2998 104, KM12 87, NCI-H322M 103 and HCT-116 94.
`CC(C)(C)c1cc(C(=O)Nc2ccccc2C(=O)NCCN)cc(C(C)(C)C)c1` gave COLO 205 -77*, HCT-15 -57*, SNB-75 66, HT29 -41*, SW-620 -57*, HCC-2998 -59*, KM12 -62*, NCI-H322M 22 and HCT-116 -95*.
For CCn1c2ccc(/C=N/N(C)S(=O)(=O)CCN(C)C)cc2c2cc(/C=N/N(C)S(=O)(=O)CCN(C)C)ccc21 the results were COLO 205 93, HCT-15 26, SNB-75 87, HT29 45, SW-620 31, HCC-2998 63, KM12 81, NCI-H322M 81 and HCT-116 14.
Screening FC(F)(F)c1nn(-c2ccccc2)c2c1-c1ccccc1CS2 returned COLO 205 114, HCT-15 94, SNB-75 87, HT29 105, SW-620 103, HCC-2998 114, KM12 97, NCI-H322M 100 and HCT-116 100.
Screening COc1ccc(N)c(-c2cc3c(c4c2[nH]c2ccc(OC)cc24)CCCC3)c1 returned COLO 205 102, HCT-15 59, SNB-75 71, HT29 76, SW-620 83, HCC-2998 104, KM12 80, NCI-H322M 71 and HCT-116 58.
For CC(CNc1nc(Nc2ccc(Cl)c(Cl)c2)nc(C(Cl)(Cl)Cl)n1)N(C)C (configuration not stated) the results were COLO 205 -78*, HCT-15 -28*, SNB-75 -19*, HT29 -76*, SW-620 -75*, HCC-2998 -79*, KM12 -88*, NCI-H322M 28 and HCT-116 -89*.
For CC(C(=O)O)N1C2=NC3=C(C(=O)OC(C)(C)O3)C(c3ccc(Cl)cc3)N2NC1(C)c1ccccc1O (configuration not stated) the results were COLO 205 85, HCT-15 78, SNB-75 76, HT29 81, SW-620 89, HCC-2998 89, KM12 100, NCI-H322M 95 and HCT-116 84.
`Cc1[nH]c(=O)[nH]c(=O)c1C` gave COLO 205 124, HCT-15 109, SNB-75 86, HT29 111, SW-620 106, HCC-2998 109, KM12 109, NCI-H322M 112 and HCT-116 106.
`CC/C(=C(\CC)c1ccc(OC)cc1)c1ccc(OC)cc1` gave COLO 205 98, HCT-15 96, SNB-75 76, HT29 96, SW-620 97, HCC-2998 95, KM12 97, NCI-H322M 94 and HCT-116 89.
c1cnc2cc3sc4ccccc4c3nc2c1 was read as COLO 205 110, HCT-15 92, HT29 103, SW-620 97, HCC-2998 112, KM12 105, NCI-H322M 97 and HCT-116 92.
